# Bioassay records from PubChem.
# M17LAP inhibition: P. falciparum M17LAP inhibitors, primary screen, biochemical, fluorogenic H-Leu-NHMec substrate, 1536-well (AID 1619) | recombinant M17LAP, H-Leu-NHMec fluorogenic kinetic assay; higher % means a stronger effect | inhibition, % at 30 µM; hits with a dose series show IC50 in µM | 220,000 tested, 0.38% active;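 active = compound inhibiting the enzyme by more than half at any dose during confirmatory dose-response retesting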;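 note: plate controls were full reaction with DMSO carrier for no effect and no enzyme background for full effect; strong numbers were not always called active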
# KOR beta-arrestin-1: KOR agonists, beta-arrestin recruitment, primary screen, cell-based, luminescence, uHTS (AID 1777); KOR beta-arrestin recruitment, luminescence; higher % means a stronger effect; one-dose activation, % at 10 µM; EC50 in µM for titrated hits; 280,000 tested, 0.02% active; in the data active = activation above about 50%, passing the limit was not always enough; note: a part of the inactive calls stands beside numbers as strong as those of hits
# NOD1 inhibition: NOD1 signaling inhibitors, primary screen, cell-based, luminescence, uHTS (AID 1578). NOD1-driven NF-kB luciferase reporter cells, luminescence; higher % means a stronger effect. inhibition, % at 4 µM, or EC50 in µM where a hit was titrated. 290,000 tested, 1% active; in the data active = inhibition mostly above about 36%, no sharp cut-off; inactive = mostly below about 34%;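 note: HEK-293T reporter cells stimulated with the NOD1 agonist gamma-tri-DAP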
# Dynein cargo inh: dynein cargo transport inhibition. z-score, hits read low. 3617.4 mouse cells, GR-EGFP nuclear translocation imaging; test concentration mostly 20 µM; stimulated with dexamethasone, 1 µM; active compounds read low. AID 1381. 220,000 tested, 0.47% active;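 active = plate z-score of nuclear minus cytoplasmic receptor signal below a set negative limit, without overly bright fluorescence or cell loss, cut at about -3.5 in these data, passing the limit was not always enough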;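 note: z-score of nuclear minus cytoplasmic ring GR-EGFP intensity difference per well; some compounds called inactive have numbers as strong as hits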
#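 Buffer or medium: Induction medium lacking tetracycline, stripped serum | Also added: Dexamethasone agonist, 1.0 µM final, for 30 min | Timing: 48 h induction, 1 h compound, 30 min dex at 37 °C | Detection: Formaldehyde fixation, Hoechst nuclear stain, 10x automated fluorescence imaging | Measure: Nuclear versus cytoplasmic GR-EGFP signal, averaged per well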
# AID2073: disruptors of CaV2.2 binding to Mint1 – biochemical, HTRF (AID 2073). HTRF protein-protein interaction, Mint1-CaV2.2; higher % means a stronger effect. inhibition, % at 20 µM; hits with a dose series show IC50 in µM. 290,000 tested, 0.19% active; in the data active = inhibition mostly above about 51%, no sharp cut-off; note: some results filed as inactive read as strong as hits
# KOR beta-arrestin-2: KOR antagonists, beta-arrestin recruitment, cell-based, luminescence, uHTS (AID 1778). 290,000 tested, 0.091% active. inhibition, % at 10 µM, or IC50 in µM where a hit was titrated. KOR beta-arrestin recruitment, luminescence, antagonist mode; higher % means a stronger effect; note: strong numbers were not always called active
# M1AAP inhibition: P. falciparum M1AAP inhibitors, biochemical, fluorogenic H-Leu-NHMec substrate, 1536-well (AID 1445); recombinant M1AAP, H-Leu-NHMec fluorogenic kinetic assay; higher % means a stronger effect; inhibition, % at 30 µM, or IC50 in µM where a hit was titrated; 220,000 tested, 0.42% active;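 active = primary inhibition above the hit cutoff, then over 50% inhibition at one or more dose response concentrations, cut at about 23% in these data, passing the limit was not always enough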;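 note: plate controls were DMSO full reaction for no effect and no enzyme background for full effect; strong numbers were not always called active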
# GPR55 activation: selective activators of receptor GPR55 – imaging, U2OS cells, beta-arrestin-GFP redistribution, primary screen (AID 1961) | U2OS GPR55 beta-arrestin-GFP redistribution imaging; higher % means a stronger effect | activation, % at 10 µM, or EC50 in µM where a hit was titrated | 290,000 tested, 0.048% active;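 active = activation above 40% with more than 50 cells counted in the well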;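 note: U2OS osteosarcoma cells stably expressing GPR55 and beta-arrestin-GFP; plate controls were DMSO negative control for no effect and LPI positive control for full effect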
# HEK293 NOD2/NF-kB: NOD2 signaling inhibitors, cell-based, luminescence, uHTS, HEK293 (AID 1566); HEK293 NOD2/NF-kB luciferase reporter, luminescence; higher % means a stronger effect; inhibition, % at 4 µM; hits with a dose series show EC50 in µM; 290,000 tested, 0.63% active; note: many of its hits are not listed in these tables
# Dynein cargo inh cytoplasmic EGFP: further read-out of Dynein cargo inh, marked with its call; z-score; measured here: cytoplasmic GR-EGFP intensity; active compounds read high
# Dynein cargo inh nuclear GR-EGFP: also measured in Dynein cargo inh; calls as there; z-score; measured here: nuclear GR-EGFP intensity;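 lower value marks the stronger effect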
# Dynein cargo inh cell count: second read-out of Dynein cargo inh, no call of its own (marks repeat the call); z-score; measured here: cell count per field
# * hit, by the source's call; . = not tested or not shown; [ ] = remark or other dose. Cut-off read from the data, not from the text of the source, unless noted: active = inhibition above about 50%; inactive = the rest. The list is partial, so the mix of outcomes need not match the whole.
SMILES,M17LAP inhibition,KOR beta-arrestin-1,NOD1 inhibition,Dynein cargo inh,Dynein cargo inh cytoplasmic EGFP,Dynein cargo inh nuclear GR-EGFP,Dynein cargo inh cell count,AID2073,KOR beta-arrestin-2,M1AAP inhibition,GPR55 activation,HEK293 NOD2/NF-kB
O=C(NC(c1ccccc1)c1ccccc1)c1ccc(S(=O)(=O)C(F)F)cc1,8%,-1.1%,-12%,0.67,-0.27,0.44,-1.4,-2%,-7%,1%,-0.3%,-3%
CCS(=O)(=O)n1nc(NCc2cccc(OC)c2)nc1NCc1cccc(OC)c1,1%,4.7%,-10%,0.45,-0.25,0.5,-1,2%,-4%,3%,0.0%,13%
COc1ccc(C(=O)N2CC(=O)Nc3ccccc32)cc1S(=O)(=O)N1CCOCC1,0%,-2.6%,-3%,0.74,-0.13,0.56,-0.45,1%,21%,2%,-0.2%,0%
C=CCn1cc(C(=O)OCC)c(=O)c2ccc(F)cc21,7%,3.0%,-32%,0.56,-0.15,0.49,-0.29,-4%,-4%,3%,-0.3%,9%
COc1ccc(C2(CNC(=O)c3ccccc3[N+](=O)[O-])CCOCC2)cc1,1%,-2.9%,4%,0.8,-0.22,0.12,0.034,1%,-63%[20 µM],-3%,-0.1%,19%
O=C(O)CC/C(=C\c1ccc(N2CCCC2)c([N+](=O)[O-])c1)c1nc2ccccc2s1,4%,-5.8%,-36%,-0.71,-0.24,-0.56,0.04,12%,-20%,17%,-0.4%,13%
COC(=O)CCC(=O)NC(=S)Nc1ccc(S(=O)(=O)Nc2cc(OC)nc(OC)n2)cc1,49%,-3.9%,-24%,0.23,-0.28,0.18,-0.75,-9%,44%,9%,-0.5%,10%
CCOC(=O)c1cc(C#N)c(N2CCCNCC2)nc1C(F)(F)F,.,-1.0%,-20%,.,.,.,.,23%,-2%,.,-0.1%,-3%
CCC(C(=O)Nc1ccc(S(=O)(=O)N2CCN(C)CC2)cc1)c1ccccc1 (stereo not drawn),.,4.8%,-27%,.,.,.,.,1%,-36%,.,-0.1%,14%
COc1ccc(-n2c(C)nc3cc(C(=O)NCc4ccc5c(c4)OCO5)ccc32)cc1,-11%,9.6%,-1%,3,-0.12,1.3,-2.1,-3%,4%,11%,0.1%,13%
COc1cccc(-c2nc3ccc(C(=O)N4CCCC(O)C4)cc3o2)c1 (stereo not drawn),.,-0.1%,-66%,.,.,.,.,-4%,5%,.,-0.1%,-35%
O=[N+]([O-])c1cccc(-c2noc(-c3ccco3)n2)c1,7%,-2.1%,-9%,1.2,-0.14,0.61,-1.2,1%,12%,4%,-0.1%,-92%
N#Cc1c(C(F)(F)F)cc(-c2ccccc2)[nH]c1=O,-67%,2.3%,2%,-0.17,-0.18,-0.55,1.4,10%,-23%,18%,0.0%,14%
O=C(CCc1ccccc1)NC(NC(=S)Nc1cccc(Cl)c1)C(Cl)(Cl)Cl (stereo not drawn),-8%,2.2%,-8%,-1.4,-0.26,-0.71,0.24,-4%,-40%,4%,-0.5%,11%
COc1ccc(S(=O)(=O)NNC(=O)C2Cc3c(ccc4ccccc34)O2)cc1 (stereo not drawn),10%,0.8%,35%,-0.6,0.097,-0.52,0.6,5%,7%,9%,-0.2%,32%
COc1ccc(NC(=O)Cc2ccccc2)cc1,35%,0.2%,-35%,-0.0007,-0.22,0.4,-0.91,-1%,-18%,-2%,0.5%,-25%
Cc1cc(/C=C2\C(=N)N3N=C(S(C)(=O)=O)SC3=NC2=O)c(C)n1Cc1ccccc1,14%,-2.9%,-34%,1.6,-0.3,1.5,-1.4,28%,16%,0%,-0.2%,-4%
Cc1ccc(NC(=O)c2cccnc2C(=O)O)nc1,.,-5.9%,-4%,.,.,.,.,13%,-7%,.,0.5%,14%
CCOC(=O)N1CCN(Cc2nc(N)nc(Nc3ccc(OCC)cc3)n2)CC1,11%,-0.5%,11%,0.39,-0.25,-0.71,-0.31,1%,8%,4%,-0.2%,17%
COc1ccc(-n2c(SCC(=O)NCC3CCCO3)nc3c(c2=O)SCC3)cc1OC (stereo not drawn),.,4.2%,-34%,.,.,.,.,5%,-20%,.,-0.1%,0%
CCCc1nc2nc(C)c(NS(=O)(=O)c3ccc(F)cc3)c(=O)n2[nH]1,.,-1.5%,-22%,.,.,.,.,-1%,37%,.,-0.1%,12%
CCCNc1c(NC(=O)COc2ccc(Cl)cc2)c(=O)oc2ccccc12,.,3.2%,-17%,.,.,.,.,9%,20%,.,-0.2%,24%
CC1CCCCN1C(=O)CSc1nc2ccsc2c(=O)n1Cc1ccccn1 (stereo not drawn),1%,1.6%,2%,-0.33,-0.33,0.15,1.2,-2%,-22%,9%,0.2%,-14%
Cn1c(O)c(N=Nc2ccccc2)c2ccccc21,.,0.5%,3%,.,.,.,.,-1%,2%,.,0.8%,-25%
CCc1sc(C(=O)Nc2ccsc2C(=O)OC)cc1Br,.,3.9%,-25%,.,.,.,.,12%,-28%,.,0.3%,3%
CCOC(=O)N1CCC(NC(=O)Cn2c3ccccc3c3cn[nH]c(=O)c32)CC1,7%,-0.1%,9%,1.7,-0.19,1.2,-0.001,26%,2%,10%,-0.1%,11%
O=C(/C=C/c1ccc(Cl)cc1)NC1CC2CCC1C2 (stereo not drawn),-2%,-6.1%,-30%,-0.48,-0.29,-0.051,0.68,-9%,-10%,-2%,-0.1%,-56%
Cc1c(NC(=O)Oc2ccccc2)sc(=S)n1C,14%,2.2%,-19%,-0.64,-0.099,-0.05,0.68,-11%,8%,15%,-0.1%,8%
CC(C)[C@H](NC(=O)c1ccccc1)C(=O)OCC(=O)Nc1ccc(Cl)cc1C(F)(F)F,7%,0.8%,2%,0.1,-0.027,0.15,-0.32,-2%,22%,15%,0.7%,4%
Cc1ccc(C)c(NC(=O)C2CC(=O)N(C(C)C)C2)c1 (stereo not drawn),1%,1.2%,-8%,-0.37,-0.19,0.092,-0.19,-3%,-37%,4%,0.3%,5%
O=C(CC1C(=O)NCCN1Cc1cccc(Oc2ccccc2)c1)NCCc1ccccn1 (stereo not drawn),-3%,-2.1%,-16%,-0.057,-0.13,-0.2,-1.2,5%,5%,3%,0.2%,4%
O=C(CN(C(=O)c1cc2c(s1)CCC2)C1CCCC1)NCc1cccs1,-6%,3.3%,-16%,0.37,-0.26,0.43,-1.3,-2%,25%,14%,0.0%,-3%
O=C(c1ccco1)N1N=C2CCCCCC2C1(O)C(F)(F)F (stereo not drawn),-4%,.,-5%,-0.079,-0.29,-0.019,-0.2,-10%,-76%[20 µM],0%,-0.1%,1%
COc1ccc(N/C=C/C(=O)c2ccc(OC)c(OC)c2)cc1,-1%,2.8%,-18%,-0.044,-0.19,-0.41,0.29,18%,-10%,-3%,-0.1%,-41%
CCCCOc1nc2c(c(=O)n(C)c(=O)n2C)n1C,-10%,4.5%,-14%,0.19,-0.27,0.072,0.43,10%,7%,1%,0.1%,19%
Cc1cc(C)n(-c2nc3c(c(=O)[nH]c(=O)n3C)n2CC(C)C)n1,2%,4.5%,.,1.2,0.76,1.2,-0.66,11%,-56%,0%,-0.1%,11%
Cc1c(C(=O)N2CCCC2)sc(NC(=O)c2ccc(Cl)cc2)c1C#N,21%,4.2%,7%,-0.99,-0.23,-0.71,1.4,4%,26%,6%,0.1%,14%
O=C(NCc1ccccc1)c1cccc(COc2cc(Cl)ccc2Cl)c1,8%,-0.6%,-27%,0.47,-0.25,0.16,-0.58,6%,-34%,3%,0.7%,-82%
O=C(Nc1c(Cl)cccc1Cl)c1cc(-c2ccco2)on1,.,0.9%,-24%,.,.,.,.,21%,14%,.,-0.1%,37%
CC1=NN(c2ccccc2)C(=O)/C1=C\c1c(C)[nH]n(-c2ccccc2)c1=O,3%,3.0%,15%,-1.4,-0.22,-0.92,1.3,-6%,-40%,-2%,-0.1%,8%
Cc1ccc(-c2nn(-c3ccccc3)cc2/C=N/NC(=O)c2ccncc2)o1,35%,-6.7%,-38%,-0.79,-0.14,-0.52,0.46,6%,-6%,5%,-0.1%,-60%
C=CCn1c(SCc2ccc(C#N)cc2)nnc1-c1cccc(Cl)c1,8%,-3.3%,-15%,0.75,-0.27,0.41,-0.68,-10%,36%,-1%,-0.1%,1%
CC(C)(C)C1CCc2c(sc(NC(=O)c3cc(C4CC4)on3)c2C#N)C1 (stereo not drawn),2%,1.6%,11%,-0.74,-0.3,-0.38,0.81,2%,-15%,6%,-0.2%,28%
COC(=O)c1ccc(OCC(O)CN2CCc3cc(OC)c(OC)cc3C2c2ccccc2)cc1 (stereo not drawn),.,-2.4%,-6%,.,.,.,.,12%,-36%,.,0.2%,16%
CC1OC(OCC2OC(Oc3c(-c4ccc(O)cc4)oc4cc(O)cc(O)c4c3=O)C(O)C(O)C2O)C(O)C(O)C1O (stereo not drawn),40%,-2.5%,-5%,-0.85,-0.23,-0.37,0.46,26%,-2%,11%,0.1%,6%
CCCSc1cc(N2CCCC2)nc(-c2ccccc2)n1,-2%,1.5%,6%,0.54,-0.22,0.61,0.93,-6%,27%,-4%,0.3%,7%
O=C(CNS(=O)(=O)c1ccc2ccccc2c1)OCc1nnc(-c2ccccc2)o1,-10%,0.9%,-34%,0.84,-0.24,1.1,0.38,0%,-13%,13%,-0.2%,-23%
CCOC(=O)Cc1csc(NC(=O)CSc2nnc(C)n2C)n1,9%,-2.9%,-11%,0.36,-0.18,0.43,-0.063,13%,1%,4%,0.2%,7%

# In another format: results already given.
structure | M17LAP inhibition | KOR beta-arrestin-1 | NOD1 inhibition | Dynein cargo inh | Dynein cargo inh cytoplasmic EGFP | Dynein cargo inh nuclear GR-EGFP | Dynein cargo inh cell count | AID2073 | KOR beta-arrestin-2 | M1AAP inhibition | GPR55 activation | HEK293 NOD2/NF-kB
CCCSc1cc(N2CCCC2)nc(-c2ccccc2)n1 | -2% | 1.5% | 6% | 0.54 | -0.22 | 0.61 | 0.93 | -6% | 27% | -4% | 0.3% | 7%
O=C(CNS(=O)(=O)c1ccc2ccccc2c1)OCc1nnc(-c2ccccc2)o1 | -10% | 0.9% | -34% | 0.84 | -0.24 | 1.1 | 0.38 | 0% | -13% | 13% | -0.2% | -23%
CCOC(=O)Cc1csc(NC(=O)CSc2nnc(C)n2C)n1 | 9% | -2.9% | -11% | 0.36 | -0.18 | 0.43 | -0.063 | 13% | 1% | 4% | 0.2% | 7%
